Ins promoter up: MIN6 insulin promoter up-regulation; hit rate 0.3% among 190,000; MIN6 insulin promoter-GFP reporter, high-content imaging; active compounds read high; AID 1625; z-score at 5 µM;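 active = z-score above 3 at 5 µM with at least 500 cells counted in the well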
b-catenin transl: modulators of beta-catenin nuclear translocation. nuclear translocation activity, % at 5 µM. hit rate 0.3% among 190,000. HeLa beta-catenin nuclear translocation, immunofluorescence imaging;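 active = nuclear translocation activity above 50% at 5 µM, with a well cell count of 50 or more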;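 also: per-cell ratio of nuclear to cytoplasmic median beta-catenin stain intensity; plate controls were DMSO negative control for no effect and GSK-3 inhibitor IX positive control for full effect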
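Technique: fluorescence imaging of beta-catenin antibody stain plus DAPI / Material: human HeLa cell line / Incubation: compound treatment 24 h, 37°C, 5% CO2 / Read-out basis: % activation of per-cell nuclear versus cytoplasmic median beta-catenin signal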
HIV peptide binding: cell-free HIV fusion peptide-binding blockers – biochemical, uHTS, fluorescence dequenching, primary screen (AID 1986); cell-free peptide binding, fluorescence dequenching, 30 min; higher % means a stronger effect; inhibition, % at 20 µM; hits with a dose series show IC50 in µM; hit rate 0.3% among 290,000; in the data active = inhibition mostly above about 52%, no sharp cut-off; inactive = mostly below about 76%; also: some results filed as inactive read as strong as hits
Autophagy mod: autophagy modulation, high-content screen; hit rate 0.98% among 190,000; AID 463193; MEF GFP-LC3 puncta imaging; test concentration mostly 10 µM; calls only at 10 µM (by protocol);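 active = percentage of spot-positive cells more than 3 SD above its plate mean, without a fluorescence outlier flag or 80% toxicity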;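 also: spot-positive cell cutoff set from DMSO-treated cells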
Dynein transport: dynein cargo transport inhibition | 3617.4 mouse cells, GR-EGFP nuclear translocation imaging; test concentration mostly 20 µM; stimulated with dexamethasone, 1 µM; active compounds read low | z-score, hits read low | hit rate 0.47% among 220,000 | AID 1381;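 active = plate z-score of nuclear minus cytoplasmic receptor signal below a set negative limit, without overly bright fluorescence or cell loss, cut at about -3.5 in these data, passing the limit was not always enough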;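 also: z-score of nuclear minus cytoplasmic ring GR-EGFP intensity difference per well; some compounds called inactive have numbers as strong as hits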
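Buffer or medium – tet-free medium with charcoal-stripped serum · Signal – automated 10x imaging of fixed Hoechst-stained cells · Also added – dexamethasone agonist, 1.0 µM final, for 30 min · Incubation – induction 48 h, compound 1 h, agonist 30 min · Read-out – GR-EGFP nuclear translocation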
AID2073: inhibitors of Mint1-CaV2.2 protein interaction, biochemical, HTRF (AID 2073) | HTRF protein-protein interaction, Mint1-CaV2.2; higher % means a stronger effect | inhibition, % at 20 µM; hits with a dose series show IC50 in µM | hit rate 0.19% among 290,000; in the data active = inhibition mostly above about 51%, no sharp cut-off; also: some results filed as inactive read as strong as hits
WT yeast gro inh: growth inhibition of WT yeast, mitochondrial fusion screen | mitochondrial fusion phenotypic screen, WT strain | inhibition, % at 10 µM | hit rate 2.1% among 190,000 | AID 1362; in the data active = inhibition above about 58%; tested in S. cerevisiae
Yfh1-off respiration: mitochondrial function rescue without frataxin homolog – Friedreich's ataxia, plus single-dose screen, dose response (AID 1465). hit rate 0.074% among 220,000. S. cerevisiae Yfh1-off respiration, WST-1 reduction, 72 h; higher fold induction means a stronger effect. fold induction at 50 µM; hits with a dose series show EC50 in µM;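 active = fold induction of absorbance versus untreated yeast above a set limit, then at least 30% activation at any dose in follow-up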;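 also: activators that raise dye reduction in frataxin-depleted yeast; strong numbers were not always called active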
MT stabilizer: microtubule stabilizers in HeLa cells | HeLa tubulin immunostaining HCS, 24 h; share of cells brighter than vehicle mean+2SD | hit rate 0.83% among 200,000 | % tubulin-high responders, % at 10 µM;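 active = plate Z-score above 3 for both tubulin-high and condensed-nucleus cell shares, with cell loss under 80%, at 10 µM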;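 also: anti alpha tubulin signal scored within the nucleus-defined area of each cell; some results filed as inactive read as strong as hits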
WT yeast gro inh mutant strain: further read-out of WT yeast gro inh, marked with its call; inhibition, %; mitochondrial fusion phenotypic screen, mutant strain inhibition
Dynein transport cytoplasmic EGFP: second read-out of Dynein transport, no call of its own (marks repeat the call); z-score; measured here: cytoplasmic GR-EGFP intensity; active compounds read high
Dynein transport nuclear GR-EGFP: second read-out of Dynein transport, no call of its own (marks repeat the call); z-score; measured here: nuclear GR-EGFP intensity;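 lower value marks the stronger effect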
Dynein transport cell count: second read-out of Dynein transport, no call of its own (marks repeat the call); z-score; measured here: cell count per field
Ins promoter up cell count: also measured in Ins promoter up; calls as there; cell count; measured here: cytotoxicity, nuclei count;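 total cells summed across four imaged fields per well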
b-catenin transl cell count 5 µM: further read-out of b-catenin transl, marked with its call; cell count; measured here: cell count, cytotoxicity flag
MT stabilizer Hoechst-high %: second read-out of MT stabilizer, no call of its own (marks repeat the call); % Hoechst-high responders; measured here: nuclear condensation Hoechst responders;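 share of cells brighter than vehicle mean plus two SD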
MT stabilizer cytotoxicity %: also measured in MT stabilizer; calls as there; toxicity, %; measured here: cytotoxicity by cell density;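 0% = mean cell density of plate MIN control wells and 100% = no cells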
Autophagy mod cell loss 18 h: second read-out of Autophagy mod, no call of its own (marks repeat the call); toxicity, %; measured here: cell loss, nuclei count;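 cell loss after 18 h compound exposure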
* marks the source's active call; other numbers are inactive results; i = inactive; x = no result given; & = joins results of further samples. No enrichment for hits; any-hit rate near 4.2%.

SMILES	Ins promoter up	Ins promoter up cell count	b-catenin transl	b-catenin transl cell count 5 µM	HIV peptide binding	Autophagy mod	Autophagy mod cell loss 18 h	Dynein transport	Dynein transport cytoplasmic EGFP	Dynein transport nuclear GR-EGFP	Dynein transport cell count	AID2073	WT yeast gro inh	WT yeast gro inh mutant strain	Yfh1-off respiration	MT stabilizer	MT stabilizer Hoechst-high %	MT stabilizer cytotoxicity %
NS(=O)(=O)c1ccc(-c2ccc(/C=N/NC(=O)c3ccc([N+](=O)[O-])cc3)o2)cc1	-0.12	1333	-1.5	1103	-2.4%	x	x	-0.23	0.35	-0.18	0.25	-3%	x	x	i	x	x	x
COc1ccc(C(=O)NC2(C(F)(F)F)C(=O)Nc3c2c(=O)[nH]c(=O)n3CCc2ccc(OC)c(OC)c2)cc1 (stereo not drawn)	0.16	1517	-1.3	1439	-1.0%	i	-1	1	-0.15	0.39	-0.097	15%	17	2	i	3.5	2.3	2.2
O=C(CSc1nc2c(c(=O)[nH]1)CCC2)Nc1cccc(Cl)c1	-0.19	1327	-4.5	1012	-0.7%	i	-11	-0.31	-0.21	0.04	0.51	16%	7	0	i	4.8	2.5	6.4
Cc1ccnc(NS(=O)(=O)c2ccc(NC(=O)Cc3cccs3)cc2)n1	x	x	x	x	16%	i	-11	-0.35	-0.26	-0.16	-0.11	42%	-3	-1	i	4.0	2.2	5.9
O=C(O)c1cc(NCc2c(F)cccc2Cl)ccc1N1CCOCC1	0.46	1174	0.2	1033	-0.6%	i	0	0.15	-0.32	-0.065	-0.047	-4%	5	-3	i	1.1	1.2	1.2
O=C(Nc1cccc(C(F)(F)F)c1)c1cccc(NS(=O)(=O)c2ccc(Br)c(C(=O)O)c2)c1	-0.21	1620	0.2	1045	61%	i	-2	-0.67	-0.2	-0.72	0.36	18%	-5	5	i	3.6	3.1	14
COCCn1c(SCc2csc(-c3ccccc3)n2)nc2ccccc21	-2.1	643	-1.3	1236	-0.9%	i	1	0.75	-0.23	0.95	0.58	12%	40	8	i	3.6	1.2	2.6
Cc1cccc(N(Cc2cc3ccc(C)cc3[nH]c2=O)C(=O)c2ccco2)c1	0.08	1040	-2.4	1378	1.8%	x	x	0.095	-0.26	-0.042	0.88	-8%	x	x	i	x	x	x
CCN(CC)C(=O)COc1ccc(-c2ccccc2)cc1	0.36	961	-0.7	1127	3.4%	i	-6	-0.7	-0.21	-0.12	0.73	-4%	11	4	i	3.9	2.7	7.4
O=C(N/N=C\C=C\c1ccco1)c1cc(-c2ccc3ccccc3c2)n[nH]1	0.55	1278	-0.2	1072	39%	i	5	0.31	-0.15	0.69	-1.3	80%	49	1	i	5.7	2.3	5.8
COc1cc2cc(CN(CCO)S(=O)(=O)c3ccccc3)c(=O)[nH]c2cc1OC	-0.06	970	-5.3	1103	-2.3%	i	3	0.4	0.035	0.79	-0.99	5%	-2	-6	i	2.0	0.7	2.2
FC(F)(F)c1ccccc1NC(=S)N1CCCC1	-0.2	1374	0.8	1042	-1.2%	x	x	2.5	-0.22	1.1	-1.6	-12%	x	x	i	x	x	x
CCC(=O)NC(Nc1nc2ccc(C)cc2s1)(C(=O)OC)C(F)(F)F (stereo not drawn)	0.52	878	-1.4	1221	-0.6%	i	-3	-0.58	0.3	0.038	0.41	-10%	-7	-10	x	1.7	1.3	6.8
CCC(C)(C(=O)NC1CCCCC1)N(Cc1cccs1)C(=O)Cc1cccs1 (stereo not drawn)	x	x	-5.4	976	0.1%	i	35	0.015	0.42	0.44	-0.21	2%	-3	6	i	1.3	1.0	5.9
CNc1ccc(SC#N)cc1	-0.85	1457	-3.7	1127	-1.2%	i	-27	1.7	0.053	0.74	-0.47	-17%	13	16	i	2.1	2.8	6.2
N#Cc1c(N)sc(=S)c2c1CCCC2	0.81	1555	2.7	1393	0.0%	i	0	-0.25	-0.2	-0.12	0.6	0%	3	3	i	1.7	0.9	6.2
COc1ccc(C2/C(=C(/O)c3ccccc3)C(=O)C(=O)N2CCO)cc1 (stereo not drawn)	-0.23	2043	-1.6	1036	-1.8%	i	0	-0.15	-0.43	-0.18	0.02	-8%	3	-2	x	1.6	1.9	13
C=CCn1c(SCC(=O)O)nnc1-c1ccccc1	-0.05	1345	-1.1	1141	3.2%	i	-4	-1	-0.23	-0.57	1.6	14%	21	8	i	2.3	2.5	4.3
CCCCC(=O)N1CC2(C)CN(C(=O)CCCC)CC(C)(C1)C2=O	-0.29	1160	-2.1	1006	-3.2%	i	21	-0.11	-0.48	0.23	0.27	2%	17	21	i	2.4	2.8	20
COC(=O)c1ccccc1NC(=O)C1CCN(C(=O)c2cc(OC)cc(OC)c2)CC1	x	x	-0.1	1068	-3.0%	i	-3	-0.35	0.82	0.4	1.8	4%	27	4	i	8.9	4.5	98
CC(=O)c1ccc(O)c(CSc2nncn2C)c1	-0.14	1506	5.1	916	0.6%	i	-3	-0.068	-0.18	-0.15	0.23	-4%	0	-21	i	3.9	3.0	7.0
CC(O)CNc1nc2c(c(=O)n(Cc3ccc(Cl)c(Cl)c3)c(=O)n2C)n1C (stereo not drawn)	-0.26	1051	-0.2	1329	-0.6%	x	x	0.25	-0.17	1.1	-0.46	-8%	x	x	i	x	x	x
CCc1ccc(N2C(=O)c3ccc4c5c(ccc(c35)C2=O)CC4)cc1	x	x	x	x	-3.2%	i	12	0.4	-0.088	-0.48	0.027	23%	29	9	i	2.3	1.8	5.2
O=C(Nc1ccccc1)OCCNC(=O)c1ccccc1	x	x	-3.3	1225	-1.7%	i	10	0.84	-0.21	0.23	-0.33	5%	-21	-3	i	2.6	1.8	5.0
Cc1cc(C)nc(NS(=O)(=O)c2ccc(NC(=S)NC(=O)c3cccnc3)cc2)n1	x	x	0.8	1074	-0.9%	i	-8	0.77	-0.19	0.45	0.0073	0%	4	5	i	1.5	0.9	2.5
Cc1ccc(C2=Nc3ccccc3N(C(=O)c3ccccc3)C(C)C2)cc1 (stereo not drawn)	-0.17	1305	x	x	0.0%	i	-4	-0.11	-0.34	-0.071	0.044	-2%	-7	6	i	4.0	2.6	9.5
O=C(Cn1nc(-c2ccc(F)cc2)ccc1=O)Nc1ccc(C(=O)NC2CC2)cc1	0.04	1018	-6.3	1209	2.1%	i	-5	-0.019	-0.17	0.67	0.78	7%	8	-16	i	1.7	1.0	4.2
CCCOc1cccc(-c2cc(C(=O)NNC(=S)NCC)c3ccccc3n2)c1	-0.59	860	0.3	1136	8.7%	i	-2	-0.22	-0.2	0.5	0.33	-10%	-2	-37	x	2.2	1.0	7.1
CCN1C(=O)c2ccccc2S(=O)c2ccc(C(=O)N3CCOCC3)cc21 (stereo not drawn)	x	x	-1.1	1297	-1.2%	x	x	0.31	-0.21	1.1	-1.4	-1%	x	x	i	x	x	x
COc1ccc(C(=O)NCCc2nnc(SCc3nc4ccccc4c(=O)[nH]3)n2C)cc1	-0.23	1298	0.3	1042	0.6%	i	-3	0.27	-0.29	0.64	0.27	1%	-12	-1	i	1.6	0.6	49
N#CC1=C(S)N=C(N)C(c2nc(-c3ccccc3)cs2)C12CCCC2 (stereo not drawn)	0.46	933	1.4	1221	2.4%	i	-8	-0.066	-0.21	0.025	0.71	-9%	1	8	i	1.9	2.2	8.6
CCn1c(COc2ccc(Cl)cc2)nnc1SCC(=O)Nc1ccc2c(c1)OCO2	0.36	1328	-1.8	855	0.1%	i	-12	1.2	-0.087	-0.056	-1.5	7%	-15	17	i	5.1	3.2	8.7
COc1ccc2nc(C)cc(SCC(=O)O)c2c1	-0.8&0.59	871&1533	-1.6&0.3	1178&1329	-1.2%&-1.0%	i	18&-2	3.1&0.69	0.71&-0.23	2.2&-0.72	-2.2&0.38	5%&-2%	-1&18	-5&1	i	10.0&3.8	2.1&2.2	9.1&1.5
COc1ccccc1Oc1ccc(N/C=C2/CCCC2=O)cc1	0.23	1289	-0.9	541	12%	i	9	0.049	-0.24	0.057	0.053	-5%	11	9	i	1.8	2.3	5.8
Clc1cc(Cl)cc(CN2CCSCC2)c1	0.63	1441	-4.7	1108	-0.1%	x	x	-1.3	-0.25	-0.76	0.67	13%	x	x	i	x	x	x
COc1ccc(-c2nn(-c3ccccc3)cc2/C=N/Nc2ccc(S(N)(=O)=O)cc2[N+](=O)[O-])cc1OC	-0.93	1215	4.3	1475	3.3%	i	7	0.99	1.6	1.3	-2	47%	12	-1	i	4.1	1.8	4.0
CC(=O)c1cnc2cc(-c3ccccc3)nn2c1C	0.72	1351	2.3	777	1.7%	i	7	-0.36	-0.23	0.48	0.56	12%	-18	3	i	1.6	3.6	7.3

3 compounds from above, sorted by the number in Dynein transport cytoplasmic EGFP, highest first.
smiles,HIV peptide binding,Dynein transport,Dynein transport cytoplasmic EGFP,Dynein transport nuclear GR-EGFP,Dynein transport cell count,AID2073,WT yeast gro inh mutant strain,MT stabilizer Hoechst-high %
COc1cc2cc(CN(CCO)S(=O)(=O)c3ccccc3)c(=O)[nH]c2cc1OC,-2.3%,0.4,0.035,0.79,-0.99,5%,-6,0.7
CC(=O)c1cnc2cc(-c3ccccc3)nn2c1C,1.7%,-0.36,-0.23,0.48,0.56,12%,3,3.6
COc1ccc(C2/C(=C(/O)c3ccccc3)C(=O)C(=O)N2CCO)cc1 (stereo not drawn),-1.8%,-0.15,-0.43,-0.18,0.02,-8%,-2,1.9
